Compound activity: PubChem BioAssay, National Center for Advancing Translational Sciences (NCATS)
TRb SRC2 PPI: qHTS for Inhibitors of the Interaction of Thyroid Hormone Receptor and Steroid Receptor Coregulator 2; Thyroid hormone receptor beta (Homo sapiens), P10828; 0.065% of 280,000 active; TRbeta-SRC2 peptide binding, fluorescence polarization; receptor liganded with 1 µM T3; Potency, µM (doses to about 106 µM), for inactives: top-dose activity change, negative = inhibition, hits mostly inhibitors; AID 1469, 2008;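 note: plate controls were bound peptide for no effect and peptide without receptor for full effect; nearly all actives have a fitted effect of over 50% in size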
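Human TRb LBD (0.6 uM) plus Texas Red-labeled SRC2 peptide (20 nM), 1uM T3, 5% DMSO, 5 hr at ambient temperature. Decreased polarization (555/632 nm) flags inhibition; data normalized to free and bound peptide controls.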
RECQ1 helicase: qHTS Assay for Inhibitors of RecQ-Like Dna Helicase 1 (RECQ1); RECQ1 DNA unwinding, red fluorescence kinetic read; Potency, µM (top dose mostly 57.3 µM), inactives show at the top dose activity, negative = inhibition, actives largely listed as inhibitors; 0.54% of 240,000 active; AID 2549, 2010;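 note: plate controls were vehicle for no effect and no enzyme for full effect; nearly all actives have a fitted effect of over 30% in size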
Target sequence (P46063 whole entry, looked up): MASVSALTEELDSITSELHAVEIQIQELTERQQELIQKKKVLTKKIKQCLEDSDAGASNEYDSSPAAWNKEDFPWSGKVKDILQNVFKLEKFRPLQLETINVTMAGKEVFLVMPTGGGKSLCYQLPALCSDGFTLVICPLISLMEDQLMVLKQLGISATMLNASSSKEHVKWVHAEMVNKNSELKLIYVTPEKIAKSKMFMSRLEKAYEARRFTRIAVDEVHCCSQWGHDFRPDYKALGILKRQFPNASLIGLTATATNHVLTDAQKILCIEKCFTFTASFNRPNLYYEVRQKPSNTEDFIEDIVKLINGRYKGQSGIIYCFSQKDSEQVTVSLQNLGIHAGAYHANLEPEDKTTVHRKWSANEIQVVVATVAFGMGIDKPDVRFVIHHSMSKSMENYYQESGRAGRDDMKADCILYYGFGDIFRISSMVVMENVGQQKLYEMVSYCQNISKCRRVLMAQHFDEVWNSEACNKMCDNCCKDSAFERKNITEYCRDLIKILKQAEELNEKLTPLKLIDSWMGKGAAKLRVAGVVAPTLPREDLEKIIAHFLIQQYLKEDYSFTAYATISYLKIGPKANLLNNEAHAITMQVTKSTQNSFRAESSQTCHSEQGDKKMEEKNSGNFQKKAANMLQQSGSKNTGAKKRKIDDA
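50 nM RECQ1T1 preincubated 15 min with compound in Tris pH 8.0 buffer with MgCl2, DTT, Tween-20 and 2.5 ug/ml poly(dI-dC); started with 200 nM TAMRA/BHQ-2 forked duplex and 2 mM ATP. Unwinding read as fluorescence (525/598 nm), two reads 2 h apart.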
L3MBTL1 block: qHTS Assay for the Inhibitors of L3MBTL1; Potency, µM (series often up to 57.1 µM), for the others: at the highest dose activity, negative = inhibition, hits mostly inhibitors; 0.66% of 230,000 active; AlphaScreen L3MBTL1–H3K9me1 peptide binding; note: nearly all actives have a fitted effect of over 60% in size
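L3MBTL1 (50 nM) pre-complexed 30 min with biotinylated H3(1-15)K9me1 peptide (75 nM), then compounds added for 30 min at room temperature; AlphaScreen streptavidin donor/nickel chelate acceptor beads (10 ug/mL final) read after 30 min dark incubation.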
GAA inhib: qHTS Assay for Inhibitors of Human alpha-Glucosidase as a Potential Chaperone Treatment of Pompe Disease; purified human GAA, 4-MU-alpha-glucoside fluorescence; Potency, µM (doses to about 76.9 µM), for the others: at the top dose activity change, negative = inhibition, usual class: inhibitors; 0.005% of 200,000 active;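 note: plate controls were uninhibited enzyme wells for no effect and no-enzyme background for full effect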
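Compounds are titrated up to 77 uM against 4 nM human enzyme. Substrate 4-methylumbelliferyl-alpha-D-pyranoside (400 uM) reacts 20 min at room temperature in pH 5.0 buffer; liberated 4-methylumbelliferone is read at 440 nm.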
RGS12 GoLoco inh: qHTS Assay for Inhibitors of RGS12 GoLoco Motif Activity (Red Fluorophore). Potency, µM (doses to about 61.6 µM), without a hit: at the highest dose activity, negative = inhibition, actives largely listed as inhibitors. Gai1:RGS12 GoLoco peptide FP, rhodamine, 10 min. 0.44% of 230,000 active; active = well fitted inhibition curve with a large enough effect, not every such curve was filed as active; inactive = no such curve, though single readings can be large or run the other way; note: nearly all actives have a fitted effect of over 30% in size; many of its hits are not listed in these tables
Target sequence (P63096 whole entry, looked up): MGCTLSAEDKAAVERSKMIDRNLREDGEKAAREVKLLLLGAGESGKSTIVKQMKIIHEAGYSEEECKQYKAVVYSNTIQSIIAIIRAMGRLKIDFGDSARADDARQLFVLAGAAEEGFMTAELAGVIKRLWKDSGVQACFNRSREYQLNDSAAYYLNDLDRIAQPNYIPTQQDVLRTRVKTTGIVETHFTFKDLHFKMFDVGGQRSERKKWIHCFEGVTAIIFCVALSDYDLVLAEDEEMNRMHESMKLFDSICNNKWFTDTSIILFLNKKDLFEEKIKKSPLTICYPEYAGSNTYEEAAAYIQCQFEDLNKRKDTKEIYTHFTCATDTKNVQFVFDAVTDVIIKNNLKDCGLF
GAA glycogen: qHTS Assay for Inhibitors and Activators of Human alpha-Glucosidase Cleavage of Glycogen. Potency, µM (top dose mostly 76.4 µM), for inactives: at the top dose activity change, negative = inhibition, hits mostly inhibitors. recombinant GAA, glycogen substrate, Amplex Red glucose oxidase fluorescence. 0.38% of 300,000 active. AID 2100, 2009. Lysosomal alpha-glucosidase (Homo sapiens), P10253;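 note: 0% = full enzyme reaction and -100% = no-enzyme basal signal; the screen sought inhibitors and activators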
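Natural-substrate format: glycogen cleavage by 4 nM human enzyme, glucose read by Amplex Red coupling (Ex 573, Em 610 nm). Normalized to enzyme and no-enzyme controls.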
aGlu spleen mod: qHTS Assay for Inhibitors and Activators of Human alpha-Glucosidase From Spleen Homogenate; human spleen homogenate, 4-MU-alpha-glucoside fluorescence; Potency, µM (top dose mostly 79.9 µM), for the others: top-dose activity change, negative = inhibition, most hits filed as inhibitors; 0.006% of 240,000 active; Lysosomal alpha-glucosidase (Homo sapiens), P10253;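 note: 0% = enzyme with vehicle and -100% = no enzyme basal signal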
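Human spleen homogenate (1 ug) with 4-methylumbelliferyl-alpha-D-glucopyranoside (1 mM final) in 50 mM citrate/phosphate pH 5.0, 0.01% Tween-20; 40 min at 37 C. Stopped at pH 10; 4-MU fluorescence Ex 365/Em 440 nm; AC50 by Hill fit.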
TR SRC2 fluor cs: Total Fluorescence Counterscreen for Inhibitors of the Interaction of Thyroid Hormone Receptor and Steroid Receptor Coregulator 2. TRb/SRC2 Texas Red total fluorescence interference. Potency, µM (doses to about 106 µM), without a hit: top-dose fluorescence change, negative = quenching. 0.29% of 280,000 active; active = well fitted curve in either direction with a large enough effect; inconclusive = small, poorly fitted or top-dose-only effect
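Human TRb ligand-binding domain at 0.6 uM with 20 nM Texas Red SRC2 peptide in Tris buffer containing 1 uM T3 and 5% DMSO, incubated with compound 5 h at ambient temperature. Total fluorescence (555/632 nm) calculated as parallel + 2 × perpendicular.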
Numbers without * were called inactive; i = inactive; u = inconclusive; x = not tested or not shown; [ ] = remark or other dose. Unless noted, calls come from the whole dose curve; as a rule, active = well fitted curve in the direction sought with a large enough effect; inconclusive = small, poorly fitted or top-dose-only effect, or another doubt; inactive = no such curve, though single readings can be large; an effect the other way counts as inactive or inconclusive. Unless noted, % is set by controls: 0 for no effect and ±100 for the full control effect; potency is the fitted concentration of half-maximal effect.

Value order – TRb SRC2 PPI	RECQ1 helicase	L3MBTL1 block	GAA inhib	RGS12 GoLoco inh	GAA glycogen	aGlu spleen mod	TR SRC2 fluor cs
#1 O=C(c1cc2cc(Cl)ccc2oc1=O)N1CCOCC1
 : -1%	1%	x	u	0%	6%	-2%	-4%
#2 Cc1cc(=O)[nH]c(/N=C(\N)Nc2cccc3ccccc23)n1
 : 4%	i	6%	2%	7%	5%	-1%	-3%
#3 CC1Cc2ccccc2N1CC(=O)Nc1ccc2c(c1)OC(F)(F)O2 (stereo unspecified)
 : -12%	i	x	-19%	-2%	-12%	-6%	1%
#4 O=C(COc1ccccc1)N1CCN=C1SCc1ccccc1
 : 6%	i	20%	-10%	-6%	-10%	x	-1%
#5 O=C(COC(=O)C12CC3CC(CC(Br)(C3)C1)C2)N1CCOCC1
 : -4%	i	x	-5%	10%	5%	-9%	-4%
#6 Cc1ccc(Cn2c(SCCN3CCCCC3)nc3c2c(=O)n(C)c(=O)n3C)cc1
 : -4%	4%	1%	-7%	4%	2%	-5%	-1%
#7 CCN(CC)Cc1csc(C(N)=O)c1
 : -20%	-15%	3%	0%	9%	6%	-5%	1%
#8 CCOc1ccccc1NC(=O)CCc1ccc(C)o1
 : 1%	-13%	x	1%	5%	-9%	-4%	1%
#9 CCCn1c(N2CCC(Cc3ccccc3)CC2)nc2c1c(=O)[nH]c(=O)n2C
 : 5%	-4%	-3%	-6%	-7%	-2%	-6%	3%
#10 O=C(COC(=O)CCc1ccccc1)NC12CC3CC(CC(C3)C1)C2
 : 2%	-6%	16%	5%	5%	5%	1%	-4%
#11 CCN(CC)S(=O)(=O)c1ccc(C(=O)/C=C/c2ccc(-c3ccc([N+](=O)[O-])cc3)o2)cc1
 : -3%	-3%	x	x	42%[activator]	-2%	-2%	2%
#12 O=C(N/N=C\C=C\c1ccco1)c1cncc(Br)c1
 : 3%	-7%	x	x	8%	-16%	-2%	0%
#13 N/C(=N\N=C\c1ccco1)SC1CC(=O)N(c2ccccc2)C1=O (stereo unspecified)
 : 0%	i	-5%	u	12%	17%	-2%	-3%
#14 Cc1csc2ncc(C(=O)N3c4ccccc4CC3C)c(=O)n12 (stereo unspecified)
 : -17%	-8%	-6%	-9%	2%	5%	-1%	-1%
#15 CC(C)CC1NC(=S)N(C2CCCCC2)C1=O (stereo unspecified)
 : 1%	-10%	-1%	0%	0%	u	-2%	-6%
#16 COc1ccc(Cc2nc(N)nc(N)n2)cc1
 : -6%	-5%	3%	-1%	3%	-15%	3%	3%
#17 COCCCNC(=S)N/N=C/c1ccc(OC)c(Br)c1
 : -7%	10%	-4%	x	6%	-5%	3%	-6%
#18 CC(/C=C/c1ccccc1F)=N\NC(=O)c1cccc(F)c1
 : -3%	-3%	19%	-7%	13%	2%	9%	-1%
#19 CC(C)CNS(=O)(=O)c1ccc(CCC(=O)NC2CCCC2)cc1
 : -4%	i	0%	10%	-11%	14%	-2%	1%
#20 O=c1oc(/C=C/c2ccco2)nc2sc3c(c12)CCC3
 : -9%	-29%	-11%	-1%	6%	1%	-10%	0%
#21 Cc1ccc(OCc2ccc(C(=O)Nc3nccs3)o2)cc1C
 : 10%	i	-1%	2%	11%	2%	-2%	2%
#22 CCN1CCN(C(c2cccs2)C(C)NC(=O)c2ccccc2)CC1 (stereo unspecified)
 : 4%	2%	-7%	-13%	6%	1%	-2%	-1%
#23 O=C1N(Cc2cccc(Cl)c2)C[C@@H]2C[C@@H](c3ccccn3)N3CCC[C@@]123
 : -5%	16%	-12%	-6%	42%[activator]	9%	-6%	3%
#24 O=C(NNC(=O)c1cc(C(F)(F)F)cc(C(F)(F)F)c1)c1ccc(Cl)cc1
 : -5%	-1%	-2%	2%[15.4 µM]	6%	8%	1%	-2%
#25 C=CCn1c(SCC(=O)Nc2nc3ccccc3s2)nc(O)c(CC)c1=O
 : 1%	-9%	x	x	9%	-3%	6%	-1%
#26 C=CCn1c(Oc2ccc(C(=O)OC)cc2)nc2c1c(=O)n(C)c(=O)n2C
 : -2%	-5%	1%	0%	x	-8%	1%	2%
#27 CC(C)Oc1ccc(C(=O)Nc2cccc3cccnc23)cc1
 : -3%	-19%	22%	4%	5%	24%	-6%	-1%
#28 CCNC(=O)Cn1c(=O)c(=O)n(Cc2ccccc2)c2ccc(Cl)cc21
 : -13%	-10%	12%	-2%	-33%	4%	-4%	u
#29 O=C(C1=C[C@@H](c2ccc3c(c2)OCO3)C[C@@H](OCCCCO)O1)N1CCN(Cc2ccc3c(c2)OCO3)CC1
 : -2%	-2%	-9%	x	-1%	-10%	0%	1%
#30 O=[N+]([O-])c1ccc2c(c1)C(O)n1ncnc1S2 (stereo unspecified)
 : 4%	i	0%	2%	0%	-6%	9%	-2%
#31 Cc1c(NC(=O)CN2C(=O)NC3(CCCCC3)C2=O)c(=O)n(-c2ccccc2)n1C
 : 6%	i	x	3%	-2%	-12%	-3%	0%
#32 CCNC(=S)NNC(=O)c1ccc(OC)cc1
 : -4%	-3%	1%	u	11%	-9%	9%	-3%
#33 Cc1ccc(/C=N/NC(=O)Nc2ccccc2)o1
 : -1%	-2%	-8%	-1%	12%	-4%	6%	-3%
#34 Cc1ccc(/C=N/n2c(C)n[nH]c2=S)o1
 : 4%	-3%	2%	5%	-6%	-10%	0%	-1%
#35 NC(=S)Nc1nccc(-c2cccs2)n1
 : -2%	7%	8%	-1%	10%	-3%	x	-3%
#36 O=C(O)Cc1c(Cl)ccc(Cl)c1Cl
 : 1%	6%	x	x	x	x	-7%	-3%
#37 Cn1cc(CN2CCC(O)CC2)c(-c2ccc(Oc3ccccc3)cc2)n1
 : -1%	-1%	2%	x	-3%	-14%	-4%	1%
#38 O=C(CCCCCN1C(=O)c2ccccc2C1=O)Nc1ccccc1
 : -3%	i	x	5%	2%	3%	6%	0%
#39 CCCCN(CC)Cc1ccc(CNC(=O)Nc2ccc(Cl)cc2)o1
 : 2%	i	x	u	0%	u	-7%	0%
#40 Cc1cc(C)n(C(=O)/C=C/c2cccs2)n1
 : -5%	-4%	25%	x	3%	-10%	2%	2%
#41 O=C1CC(c2ccco2)CC2=C1C1c3ccccc3C(=O)N1c1ccccc1N2 (stereo unspecified)
 : -10%	i	-18%[11.4 µM]	-4%	-20%	5%	-4%	1%
#42 CCCCCCCCCCCCC(=O)CCCCC(=O)O
 : -13%	-2%	4%	x	3%	-8%	-6%	-1%
#43 O=C1CC(c2ccccc2)Cc2nc(NCc3ccco3)ncc21 (stereo unspecified)
 : -14%	-6%	19%[11.4 µM]	-4%	1%	0%	2%	1%
#44 O=C(NCC(c1cccnc1)N1CCOCC1)c1ccc2c(c1)OCO2 (stereo unspecified)
 : 1%	-2%	-1%	1%	-12%	1%	-8%	-1%
#45 O=C(NCCCN1CCOCC1)[C@@H]1CSC2c3ccccc3C(=O)N21 (stereo partly specified)
 : -13%	-4%	x	5%	8%	1%	12%	0%
#46 CC(=C/c1ccccc1)/C=N/NC(=O)c1ccccn1
 : 3%	-16%	-1%	x	6%	u	2%	-2%
#47 O=C(COc1ccc(Br)cc1Cl)Nn1cnnc1
 : 1%	-2%	x	0%	-6%	3%	-19%	-3%
#48 CO/N=C(/CS(=O)(=O)c1ccc(C)cc1)c1ccc(OC)cc1
 : 2%	-7%	x	u	7%	-17%	2%	1%
#49 CCOC(=O)N1CCN(Cc2nc3ccc([N+](=O)[O-])cc3c(=O)n2-c2cccc(OC)c2)CC1
 : 10%	i	16%	1%	0%	4%	1%	-1%
#50 Nc1nnc(CC(=O)N/N=C/c2ccc([N+](=O)[O-])cc2)s1
 : 1%	i	x	x	-2%	-3%	2%	-3%
#51 Cc1cccc(C)c1NC(=S)N/N=C/c1ccc(C(=O)O)cc1
 : -3%	-3%	0%	x	1%	-2%	4%	-7%
#52 CCn1c(C)cc(/C=C2/NC(=O)N(Cc3ccccc3F)C2=O)c1C
 : 1%	-2%	u	-3%	9%	-12%	-6%	1%
#53 Cc1nn(-c2ccccc2)c(Cl)c1C(=O)N1CCN(C)CC1
 : 1%	i	12%	6%	8%	9%	1%	1%
#54 CC1CCCC(C)N1C(=S)SCC(=O)O (stereo unspecified)
 : 6%	-9%	-3%	-11%	3%	-1%	-22%	-6%
#55 Cc1ccc(S(=O)(=O)Nc2nonc2C)cc1
 : -2%	-13%	5%	-3%	8%	5%	-12%	2%
#56 Cc1sc2nc(CSc3n[nH]c(N)n3)[nH]c(=O)c2c1C
 : -4%	-14%	6%	0%	5%	2%	1%	1%
#57 CCS(=O)(=O)N1CCCC(C(=O)N2CCc3ccccc3C2)C1 (stereo unspecified)
 : 4%	-4%	5%	3%	-6%	-4%	-5%	2%

Record cards, as listed above. Order of values: TRb SRC2 PPI | RECQ1 helicase | L3MBTL1 block | GAA inhib | RGS12 GoLoco inh | GAA glycogen | aGlu spleen mod | TR SRC2 fluor cs
CCOC(=O)N1CCN(Cc2nc3ccc([N+](=O)[O-])cc3c(=O)n2-c2cccc(OC)c2)CC1 is entered as 10% | i | 16% | 1% | 0% | 4% | 1% | -1%
O=C(O)Cc1c(Cl)ccc(Cl)c1Cl is entered as 1% | 6% | x | x | x | x | -7% | -3%
Cc1cccc(C)c1NC(=S)N/N=C/c1ccc(C(=O)O)cc1 is entered as -3% | -3% | 0% | x | 1% | -2% | 4% | -7%
Cc1ccc(/C=N/n2c(C)n[nH]c2=S)o1 is entered as 4% | -3% | 2% | 5% | -6% | -10% | 0% | -1%
NC(=S)Nc1nccc(-c2cccs2)n1 is entered as -2% | 7% | 8% | -1% | 10% | -3% | x | -3%

Some of the compounds tested; rates above refer to the full screens.
